LMPTP block: LMPTP phosphatase inhibitors, primary screen, biochemical, fluorescence intensity, uHTS | actives 0.22% (n = 360,000) | Low molecular weight phosphotyrosine protein phosphatase (Homo sapiens), P24666 | inhibition, % at 20 µM | recombinant LMPTP-A, OMFP fluorogenic substrate;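 active means compounds that cut the enzyme signal by at least half of the control window in the single-dose screen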;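 further: plate controls were DMSO wells with enzyme plus substrate for no effect and substrate without enzyme for full effect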
Target sequence (P24666 whole entry, looked up): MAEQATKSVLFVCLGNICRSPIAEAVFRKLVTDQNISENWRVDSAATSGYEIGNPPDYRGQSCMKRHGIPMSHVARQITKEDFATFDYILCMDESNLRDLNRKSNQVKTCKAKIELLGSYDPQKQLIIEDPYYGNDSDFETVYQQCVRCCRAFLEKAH
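Test system: LMPTP-A phosphatase enzyme; input: 0.625 nM LMPTP-A final; reagent: OMFP substrate, 400 µM final; compound dosing: 20 µM single dose, 3% DMSO; incubation: 50 min dark incubation at room temperature; measured by: endpoint fluorescence intensity from OMFP dephosphorylation; measure: % inhibition relative to no-enzyme and uninhibited control wells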
Scp1 inh: Scp-1 phosphatase inhibitors, primary screen, biochemical, colorimetric, uHTS; Carboxy-terminal domain RNA polymerase II polypeptide A small phosphatase 1 (Homo …; Recombinant Scp1, phosphopeptide, malachite green phosphate absorbance; inhibition, % at 20 µM; actives 0.88% (n = 340,000); AID 493091, 2011;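 active means inhibition above about 50% at 20 µM, limit read from the data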;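 further: plate controls were DMSO wells with enzyme for no effect and wells lacking enzyme for full effect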
Target sequence (Q9GZU7 76-261 limits assumed): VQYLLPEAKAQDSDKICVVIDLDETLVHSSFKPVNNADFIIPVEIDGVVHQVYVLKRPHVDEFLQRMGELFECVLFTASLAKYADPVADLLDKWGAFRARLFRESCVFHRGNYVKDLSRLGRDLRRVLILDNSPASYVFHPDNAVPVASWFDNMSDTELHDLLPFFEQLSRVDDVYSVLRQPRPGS
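Material: truncated SCP-1 phosphatase (76-261aa) / Buffer or medium: 50 mM Tris acetate pH 5.5, 0.005% Tween-20, 10 mM MgCl2 / Compound dosing: one concentration, 20 µM, with 1.0% DMSO / Incubation: 45 min room-temperature reaction, 5 min colour, 30 min stabiliser / Detection: colorimetric free-phosphate detection, absorbance 630 nm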
DNMT1 block: human DNMT1 methyltransferase inhibitors, primary screen, biochemical, molecular beacon, fluorescence, HinP1I cleavage, uHTS | actives 0.83% (n = 360,000) | inhibition (reported as % activation of signal), % at 10 µM | DNA (cytosine-5)-methyltransferase 1 (Homo sapiens), P26358; in the data active means inhibition above about 50%
NadD inh: inhibitors of S. aureus NadD, primary screen, biochemical, colorimetric, uHTS; actives 0.78% (n = 360,000); AID 602399, 2012; inhibition, % at 20 µM; purified NadD enzyme, colorimetric absorbance read-out; Nicotinate-nucleotide adenylyltransferase NadD (Staphylococcus aureus N315); in the data active means inhibition above about 26%; further: some compounds past the cut are filed as inactive
CendR NRP1 mod: modulators of CendR peptide binding to NRP-1, primary screen, biochemical, fluorescence polarization, uHTS. actives 0.85% (n = 360,000). inhibition, % at 25 µM. Neuropilin-1 (Homo sapiens), O14786. FAM-RPARPAR peptide binding to NRP-1;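 active means inhibition or corrected inhibition above about 18%, plus a signal ratio from 0.5 to 1.5, limit read from the data, passing the limit was not always enough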; further: strong numbers were not always called active
STEP block: STEP phosphatase inhibitors, primary screen, biochemical, fluorescence intensity, uHTS; actives 0.25% (n = 360,000); recombinant STEP, OMFP fluorogenic substrate; inhibition, % at 20 µM;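 active means inhibition at 20 µM, scaled per plate between control wells, above about 37%, limit read from the data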;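 further: 0% = DMSO with enzyme and substrate and 100% = substrate only without enzyme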
Target sequence (P54829 whole entry, looked up): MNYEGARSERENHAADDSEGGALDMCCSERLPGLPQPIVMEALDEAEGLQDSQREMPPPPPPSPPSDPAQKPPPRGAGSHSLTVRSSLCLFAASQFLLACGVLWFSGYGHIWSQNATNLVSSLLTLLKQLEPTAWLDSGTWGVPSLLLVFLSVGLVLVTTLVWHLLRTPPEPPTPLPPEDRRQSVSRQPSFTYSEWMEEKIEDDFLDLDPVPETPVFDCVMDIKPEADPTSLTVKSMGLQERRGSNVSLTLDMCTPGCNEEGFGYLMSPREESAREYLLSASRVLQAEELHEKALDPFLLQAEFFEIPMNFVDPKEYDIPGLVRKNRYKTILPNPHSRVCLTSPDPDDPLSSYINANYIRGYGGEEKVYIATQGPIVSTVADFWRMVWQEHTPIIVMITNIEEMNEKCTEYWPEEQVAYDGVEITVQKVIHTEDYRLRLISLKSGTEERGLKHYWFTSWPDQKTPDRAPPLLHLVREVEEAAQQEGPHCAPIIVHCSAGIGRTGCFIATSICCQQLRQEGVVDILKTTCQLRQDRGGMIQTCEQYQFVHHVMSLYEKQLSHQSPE
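Material: STEP (striatal-enriched tyrosine phosphatase) enzyme, cell-free; Compound dosing: 20 µM single dose in 1% DMSO; Technique: fluorescence read at 480 nm ex / 540 nm em; Times: reaction 20 min, ambient temperature; Medium: 50 mM Bis-Tris pH 6.0 with 2.5 mM DTT and 0.005% Tween 20; Also added: OMFP at 25 µM.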
MT1-MMP act inh: blockers of MT1-MMP proenzyme processing, primary screen, HT1080 RFP-PRO-GFP cells, GFP/RFP fluorescence. GFP/RFP ratio fluorescence, overnight; percent of plate control window, DMSO zero. GFP/RFP ratio change, % at 20 µM. Matrix metalloproteinase-14 (Homo sapiens), P50281. actives 0.061% (n = 360,000);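 active means GFP/RFP ratio change of at least 30% with cell ATP level not reduced by more than half and red fluorescence within 50% of control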; further: strong numbers were not always called active
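Assay system: HT1080 cells carrying an RFP-PRO-GFP reporter | Dosing: Single dose of 20 µM compound, 1% DMSO final | Incubation: Cells overnight before dosing, compound overnight, 37 °C, 5% CO2 | Evaluation: GFP/RFP fluorescence ratio | Control set: DMSO and RFP-L50D-GFP cell wells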
Rpn11 inh: Rpn11 (PSMD14) deubiquitinase inhibitors, primary screen, biochemical, fluorescence polarization, uHTS; calls only at 20 µM; human 26S proteasome, Ub4-pepOG fluorescence polarization; 20S core pre-blocked with epoxomicin; actives 0.59% (n = 360,000); 26S proteasome non-ATPase regulatory subunit 14 (Homo sapiens), O00487;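 active means inhibition at 20 µM, scaled to each plate's controls, above about 33%, limit read from the data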
SKN-1 block: suppressors of acrylamide-induced Pgst-4::GFP reporter in worms, primary screen, SKN-1 inhibitor project, whole organism, uHTS, GFP/RFP fluorescence ratio, strain VP596 | C. elegans VP596 Pgst-4::GFP/RFP ratio, 24 h | inhibition, % at 21.8 µM | actives 0.49% (n = 360,000) | AID 624304, 2012;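 active means interference check ratio from 0.5 to 1.5 plus GFP to RFP signal ratio inhibition reaching or exceeding a fixed threshold, cut at about 30% in these data, passing the limit was not always enough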; further: some compounds called inactive have numbers as strong as hits
SUMO1-SIM PPI: modulators of SUMO1 protein-protein interactions, primary screen, biochemical, uHTS; actives 0.33% (n = 360,000); Small ubiquitin-related modifier 1 (Homo sapiens), P63165; inhibition, % at 20 µM; SUMO1 binding to a labelled peptide, TR-FRET, 1 h; in the data active means inhibition above about 37%
Target sequence (P63165 whole entry, looked up): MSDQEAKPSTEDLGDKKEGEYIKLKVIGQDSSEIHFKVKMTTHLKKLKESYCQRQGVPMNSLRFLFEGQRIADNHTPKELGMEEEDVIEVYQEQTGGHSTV
The depositor's hits bear a star; i = inactive; nt = not tested or not shown.

SMILES	LMPTP block	Scp1 inh	DNMT1 block	NadD inh	CendR NRP1 mod	STEP block	MT1-MMP act inh	Rpn11 inh	SKN-1 block	SUMO1-SIM PPI
CCSC1=NN1c1cc(C)nc(N)n1	-0.6	4.5	1.8	-2.7	-19.3	-4.1	5.6	i	7.4	6.3
CCn1cc(C(=O)NCc2ccccc2)c2ccccc21	-1.5	-12.1	-1.7	-3.9	-5.9	1.2	0.2	i	1.1	2.3
COC(=O)C1=C(c2ccc(F)cc2F)C[C@@H]2CC[C@H]1N2C(=O)NCCOc1ccccc1	0.2	-5.2	-0.8	-3.9	4.5	1.2	5.4	i	28.2	-2.5
O=C(CF)NC(NC(=S)Nc1cccc([N+](=O)[O-])c1)C(Cl)(Cl)Cl (stereo not given)	-1.1	-4.0	-0.7	-0.4	7.3	-2.5	-1.3	i	1.1	-15.1
CCC(=NCc1ccco1)c1c(O)n(Cc2ccccc2)c(=O)[nH]c1=O	-0.9	-9.2	3.4	-3.2	-16.1	1.7	-15.9	i	-5.1	2.4
C=CCc1cc(C=C2C(=O)NC(=O)NC2=O)cc(OC)c1OCc1ccc(C(=O)O)cc1	0.5	4.1	5.6	-14.8	-22.7	-1.4	-2.0	i	9.1	5.0
CN1CCC2(CC1)N=C(c1ccc(F)cc1)C(=S)N2	0.9	-1.3	1.1	-5.2	3.0	78.3*	1.5	i	-5.0	-2.9
CCCCCCN=C(CC)c1c(O)n(CCCC)c(=O)[nH]c1=O	1.7	-7.3	-3.6	-4.8	-5.7	0.2	-5.4	i	8.8	1.1
CCCCCn1c(=O)c(C(=O)NCc2ccncc2)c(O)c2ccccc21	4.8	-17.1	-3.5	26.6	-6.6	8.0	-28.2	i	-10.3	2.5
COc1ccc(N2CCN(C(CNC(=O)Oc3ccccc3)c3cccnc3)CC2)cc1 (stereo not given)	-1.9	-6.6	-4.7	2.0	4.7	-1.6	4.5	i	1.6	-1.8
O=C(COc1ccc2ccccc2c1)N1CCN(Cc2c[nH]c3ccccc23)CC1	1.1	10.7	-17.5	4.8	8.2	-3.4	0.3	i	-1.2	-3.7
COCCn1cc(C(=O)N2CCC3(CC2)OCCO3)c2c3ccccc3n(C)c2c1=O	-0.9	-6.1	-2.9	-2.6	-1.4	0.4	3.6	i	-14.2	2.2
COc1ccccc1OCC(=O)N1CCCC(N(C)Cc2ccccc2)C1 (stereo not given)	-0.3	5.7	0.3	-4.9	12.4	-1.9	-1.9	i	-7.3	8.1
O=C(CCN1CCCCC1)NCC(=O)Nc1ccc(Br)cc1C(=O)c1ccccc1	-0.6	7.5	-0.2	-9.4	13.4	0.8	-0.4	i	3.8	-1.6
Cc1cccc(N2C(=O)NC(=O)/C(=C\c3ccc(N4CCOCC4)cc3)C2=O)c1	-1.6	-2.6	-1.2	9.5	-12.3	2.3	-1.7	i	14.7	2.3
O=C(NC(=S)N1C[C@H]2C[C@H](C1)c1cccc(=O)n1C2)c1ccc(F)cc1	0.1	6.8	-4.5	1.0	4.6	0.0	0.9	i	9.6	1.2
O=C(OCCN1CCOCC1)C1(c2ccccc2)CCCC1	-0.8	-3.3	-3.8	-2.2	1.8	1.8	1.1	i	-6.8	0.3
C#CCN1C(=O)C2(C(C#N)=C(N)OC(C)=C2C(=O)OCc2ccccc2)c2ccccc21 (stereo not given)	-0.3	-8.0	-9.9	6.5	4.9	-1.6	-0.7	i	-1.8	-6.3
CCOC(=O)[C@]12Cc3cc(Cl)ccc3[C@H]1N(C1CCCCC1)C(=O)c1cc(OC)ccc12	3.3	nt	nt	21.9	-2.3	nt	-54.5	nt	11.2	15.8
O=C(O)C1(c2ccc(Cl)cc2)CCC1	-0.1	-2.2	0.5	4.4	2.3	-0.1	-3.5	i	2.4	1.8
C=CCn1c(O)c(N=Nc2c(C)n(C)n(-c3ccccc3)c2=O)c(=O)[nH]c1=S	7.0	-11.1	-4.0	1.5	-24.2	5.3	3.7	i	16.7	-27.7
C=CCn1c(O)c(C=NCCN2CCOCC2)c(=O)[nH]c1=S	-0.5	-13.6	-1.3	-0.2	-7.1	-0.1	1.4	i	10.2	0.8
O=c1c2ccccc2[nH]c(=S)n1-c1cccc(C(F)(F)F)c1	-0.7	nt	-0.4	-1.4	-5.0	4.8	3.1	i	1.1	4.2
CN1CCN2c3ccccc3CC3(C(=O)N(C)C(=O)N(C)C3=O)C2C1 (stereo not given)	-1.9	-16.9	2.6	-7.4	-4.2	-0.3	0.4	i	-0.6	3.1
Cc1cc(C)c(-n2c(O)c(/C=N/NC(=O)c3ccncc3)c(=O)[nH]c2=O)c(C)c1	-0.7	-6.6	-5.6	-1.9	-54.2	0.6	-22.1	i	2.7	6.0

Single records, as listed above. Order of values: LMPTP block	Scp1 inh	DNMT1 block	NadD inh	CendR NRP1 mod	STEP block	MT1-MMP act inh	Rpn11 inh	SKN-1 block	SUMO1-SIM PPI
Record of C=CCc1cc(C=C2C(=O)NC(=O)NC2=O)cc(OC)c1OCc1ccc(C(=O)O)cc1 = 0.5	4.1	5.6	-14.8	-22.7	-1.4	-2.0	i	9.1	5.0
Record of COc1ccc(N2CCN(C(CNC(=O)Oc3ccccc3)c3cccnc3)CC2)cc1 (stereo not given) = -1.9	-6.6	-4.7	2.0	4.7	-1.6	4.5	i	1.6	-1.8

Another view of some results above.
Value order: LMPTP block | Scp1 inh | DNMT1 block | NadD inh | CendR NRP1 mod | STEP block | MT1-MMP act inh | Rpn11 inh | SKN-1 block | SUMO1-SIM PPI
COc1ccc(N2CCN(C(CNC(=O)Oc3ccccc3)c3cccnc3)CC2)cc1 (stereo not given)
    -1.9 | -6.6 | -4.7 | 2.0 | 4.7 | -1.6 | 4.5 | i | 1.6 | -1.8
CCn1cc(C(=O)NCc2ccccc2)c2ccccc21
    -1.5 | -12.1 | -1.7 | -3.9 | -5.9 | 1.2 | 0.2 | i | 1.1 | 2.3
Cc1cccc(N2C(=O)NC(=O)/C(=C\c3ccc(N4CCOCC4)cc3)C2=O)c1
    -1.6 | -2.6 | -1.2 | 9.5 | -12.3 | 2.3 | -1.7 | i | 14.7 | 2.3
C=CCn1c(O)c(N=Nc2c(C)n(C)n(-c3ccccc3)c2=O)c(=O)[nH]c1=S
    7.0 | -11.1 | -4.0 | 1.5 | -24.2 | 5.3 | 3.7 | i | 16.7 | -27.7

More structures:
SMILES	LMPTP block	Scp1 inh	DNMT1 block	NadD inh	CendR NRP1 mod	STEP block	MT1-MMP act inh	Rpn11 inh	SKN-1 block	SUMO1-SIM PPI
CCCCN1C(=N)C(CC)(CC)C(=O)NC1=O	-1.4	-2.1	3.0	-4.0	14.9	0.6	1.1	i	8.1	-1.9
CCOC(=O)c1cccc(C2=C(CNC(=O)c3nccs3)[C@H]3CC[C@@H](C2)N3Cc2ccccc2)c1	-1.3	nt	-2.7	3.0	-0.4	-0.6	0.5	i	-4.2	-3.4
CP(=O)(Nc1ccc(Cl)cc1)c1nc2c(s1)CCCC2 (stereo not given)	-1.2	-4.1	9.7	-2.4	0.2	0.8	3.2	i	9.6	-5.2
Cc1ccc(C)c(OCC(=O)N2CCCN(C)CC2)c1	-2.4	-7.8	-1.9	-9.0	1.9	-2.9	5.9	i	3.9	-1.3
COC(=O)C1=C(c2ccc(F)cc2OCc2ccccc2)C[C@@H]2CC[C@H]1N2C(=O)N1CCCCC1	-0.7	-5.0	0.2	0.5	0.0	0.0	-2.9	i	10.9	4.6
CCCn1ncc(C(=O)O)c1C	-2.5	-7.0	0.6	-2.1	13.8	-5.7	0.2	i	27.2	0.0
CN(C)C(=O)CSc1nnc([C@@H](N)Cc2ccccc2)o1	-0.1	-8.4	-1.4	2.0	-1.5	-0.1	3.1	i	-13.5	0.1
CCCCC(=O)N/N=C/c1c(O)n(CCc2ccc(OC)c(OC)c2)c(=O)[nH]c1=O	-1.0	4.5	-2.1	-2.2	-2.7	-2.2	-5.2	i	-3.1	1.3
CC1CCCCC12C(=O)NC(=O)NC2=O (stereo not given)	-1.7	7.1	0.2	-4.4	-0.7	-2.0	3.0	i	0.8	-4.4
CCCCC(=O)N/N=C/c1c(O)n(CCCC)c(=S)[nH]c1=O	-1.8	-7.3	2.5	-1.3	-1.2	1.5	4.8	i	9.9	3.5
CC1(O)C[C@]2(C)N(O)C3CCCC[C@@H]3N2O1 (stereo not given in full)	-1.0	-15.4	1.4	0.2	-1.5	-8.3	-1.0	i	-27.8	-2.5
c1ccc(-c2ccc3c(c2)CNCc2cnnn2-3)cc1	-1.4	nt	8.4	-4.9	5.0	1.4	5.2	i	11.8	-4.4
COc1cc(C(=O)O)cc(OC)c1OC	-1.0	-1.3	-4.3	-4.2	1.1	0.7	-1.0	i	-0.9	3.2
Cc1ccc2c(c1)CC1(CN2C)C(=O)NC(=O)N(c2ccccc2C)C1=O (stereo not given)	-0.2	-4.3	-4.4	-4.4	-5.5	-1.6	-3.7	i	-11.1	-1.9
Cc1cc(S(N)(=O)=O)ccc1N=Cc1c(O)n(-c2ccccc2)c(=O)[nH]c1=O	-1.3	-4.7	2.5	-0.3	2.3	1.2	-4.3	i	5.5	-2.4
COC(=O)c1ccc(N=C(c2ccccc2)c2c(O)n(C)c(=O)n(C)c2=O)cc1	-1.2	0.6	-2.9	0.6	7.3	1.0	-2.8	i	0.5	-1.0
C[C@]12CCC(=O)C=C1C=CC1C2CC[C@]2(C)C(=O)CCC12 (stereo not given in full)	0.1	-3.9	-3.0	0.9	7.4	-1.9	-4.4	i	-4.1	-26.6
COc1ccc(N2CC2c2ccncc2)cc1 (stereo not given)	4.1	0.2	-1.9	-4.3	10.8	4.0	-1.3	i	4.0	1.7
COc1cc(OC)cc(C2(C#N)CCN(C)CC2)c1	-2.5	-1.7	2.6	-4.8	0.1	-6.1	2.8	i	5.5	0.9
CC(Cc1ccccc1)NC(=O)CCCCC(=O)NC(C)Cc1ccccc1 (stereo not given)	-0.5	8.0	2.1	-4.0	21.6	0.5	-0.9	i	4.5	2.1

Some of the compounds tested; the hit share may differ from the screen's.
